Mm-Cpn inhibitor: M. maripaludis TRiC chaperonin inhibition | Potency, µM (doses to about 76.9 µM), inactives show at the top dose activity, negative = inhibition, most hits filed as inhibitors | 0.031% of 330,000 active | purified Mm-Cpn ATPase, ADP Transcreener TR-FRET | AID 504842; note: potency is the fitted concentration of half-maximal effect; % is set by controls: 0 for no effect and ±100 for the full control effect; nearly all actives have a fitted effect of over 80% in size
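Quantitative HTS used 25 nM Mm-CPN and 10 uM ATP in magnesium/KCl Tris buffer, pH 7.4, with 1 mM DTT. Hydrolysis ran 30 min at 37°C; ADP was read by HTRF.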
Akt phos inh: blocks phosphorylation of Akt | Neuro2A IGF-stimulated pAkt S473 HTRF, 20 min; stronger effect = lower value | 0.32% of 360,000 active | activity change, % for hits at 50 µM; in the data active = activity change below about -80%; inconclusive = mostly about -51% to -80%; note: % is set by controls: 0 for no effect and ±100 for the full control effect
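Neuro2A cells in DMEM with 0.5% FBS, overnight at 37 deg C, given compound at single 50 µM final, then IGF (6 nM final) for 20 min at 37 deg C. Lysed; phospho-Akt Ser473 by HTRF after 24 h, 665/615 ratio.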
CCT modulator: changes cytosolic chaperonin activity; activity change, % (no concentration beside the values), hits read low; purified chaperonin ATPase assay, HTRF ADP detection, 30 min; 0.3% of 360,000 active; in the data active = activity change below about -30%; note: % is set by controls: 0 for no effect and ±100 for the full control effect
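Enzyme 40 or 20 nM (batch-dependent) in Tris pH 7.4/KCl/MgCl2/DTT; cpd 76 uM single point; ATP 10 uM; 30 min 37 °C; Transcreener ADP HTRF detection, 30 min RT; ratio 665/615.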
Nrf2 ARE act: activates Nrf2 signaling; AREc32 ARE-luciferase reporter (MCF7-derived line), luminescence, 24 h; Potency, µM (doses to about 46.1 µM), without a hit: at the top dose activation, hits mostly activators; 0.31% of 410,000 active; note: potency is the fitted concentration of half-maximal effect; % of control where 0% means no effect; nearly all actives have a fitted effect of over 65% in size
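For detection, Steady-Glo was added and plates sat 30 min at RT; before that, AREc32_Fluc cells grown overnight in OPTI-MEM/5% FBS had been treated with 23 nL compound for 24 hr at 37 deg C.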
Nrf2 inh: blocks Nrf2 signaling; A549 ARE-Fluc reporter, luciferase luminescence, 18-24 h; Potency, µM (titrated, usually from 46 µM), for inactives: top-dose activity change, negative = inhibition, hits mostly inhibitors; 2.1% of 360,000 active; note: potency is the fitted concentration of half-maximal effect; % is set by controls: 0 for no effect and ±100 for the full control effect; nearly all actives have a fitted effect of over 60% in size
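Nrf2 function is reported as luminescence of an ARE-controlled luciferase in A549 cells. Compounds were tested at several concentrations, and a CellTiter-Fluor read on the same wells flagged cytotoxicity.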
HepG2 viability: kills HepG2 cells in TGF-b inhibitor counter-screen. HepG2 CAGA-GFP viability, ATP luminescence, 18 h. Potency, µM (highest dose often 46.1 µM), for inactives: at the top dose activity change, negative = cytotoxicity, usual class: cytotoxic. 0.76% of 410,000 active. AID 588856; note: potency is the fitted concentration of half-maximal effect; some results filed as inactive show a strong effect at the top dose
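CellTiter-Glo luminescence gave cytotoxicity after 18 hours at 37 degrees C. The cells were HepG2 CAGA-GFP in 1% FBS DMEM, stimulated with 500 pg/mL TGF-beta after compound addition. %Activity was normalised to no-cell wells (complete cell-killing) and DMSO (no toxicity), and curves were fitted and classified.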
TGFb SMAD3 inh: TGF-b pathway inhibition; HepG2 CAGA-GFP TGF-b/SMAD3 reporter, GFP fluorescence, 18 h; TGF-beta stimulated, 500 pg/mL final; Potency, µM (series often up to 46.1 µM), for the others: top-dose activity, negative = inhibition, usual class: inhibitors; 1.2% of 410,000 active; AID 588855; note: potency is the fitted concentration of half-maximal effect; % is set by controls: 0 for no effect and ±100 for the full control effect; nearly all actives have a fitted effect of over 65% in size
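Inhibition of TGF-beta-driven CAGA-GFP reporter expression in HEPG2 cells is measured by cellular GFP fluorescence after 18 h stimulation with 500 pg/mL recombinant TGF-beta in 1% FBS medium at 37 degrees C.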
S2 tox: cell viability loss in ATXN counter-screen | Potency, µM (titrated, usually from 56.7 µM), most hits filed as cytotoxic | S2 cells (HEK-293 line with an ATXN2-luciferase reporter) viability, CellTiter-Fluor protease fluorescence, 24 h | 0.49% of 400,000 active | AID 651635; note: potency is the fitted concentration of half-maximal effect; nearly all actives have a fitted effect of over 40% in size
A549 tox: A549 cytotoxicity, counter-screen for Nrf2 inhibitors. A549 ARE-Fluc cells, CellTiter-Fluor viability, 18-24 h. Potency, µM (series often up to 46 µM), for the others: top-dose activity change, negative = cytotoxicity, hits mostly inhibitors. 0.16% of 390,000 active. AID 504648; note: potency is the fitted concentration of half-maximal effect; % is set by controls: 0 for no effect and ±100 for the full control effect
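A549 ARE-Fluc cells in 5% FBS OPTI-MEM, 5000 cells/well, rested 2 h then exposed to compounds in concentration-response for 18-24 h at 37 °C. Viability by CellTiter-Fluor fluorescence (Ex 405/Em 525) after 30 min; luciferase luminescence (BugLite, 15 min, RT) read afterwards.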
Starred values were filed as active, the others as inactive; & = joins results of further samples; [ ] = another dose, or the depositor's remark. Unless noted, calls come from the whole dose curve; as a rule, active = well fitted curve in the direction sought with a large enough effect; inconclusive = small, poorly fitted or top-dose-only effect, or another doubt; inactive = no such curve, though single readings can be large; an effect the other way counts as inactive or inconclusive. Rows were taken by chance; 4.4% or so of the library scored in one or more.

Screening CC(C)c1ccc(NC(=O)c2cc(S(=O)(=O)N3CCCCC3)cn2C)cc1 returned Nrf2 ARE act -0.2%, HepG2 viability -15%, TGFb SMAD3 inh 18%, S2 tox inactive and A549 tox 18%.
For O=c1c2ccccc2ncn1Cc1ccccc1 the results were Mm-Cpn inhibitor 1%, Akt phos inh inactive, CCT modulator 2.9, Nrf2 ARE act 0.3%, Nrf2 inh 5%, HepG2 viability 18%, TGFb SMAD3 inh 17%, S2 tox inactive and A549 tox 17%.
`Cc1cccc(NC(=S)NCCc2ccccc2)n1` gave Mm-Cpn inhibitor -6%, Akt phos inh inactive, CCT modulator -2.0, Nrf2 ARE act 3.8%, Nrf2 inh -22%, HepG2 viability -3%, TGFb SMAD3 inh -21%, S2 tox inactive and A549 tox -1%.
For O=C(NCCCNc1ccc([N+](=O)[O-])cc1Cl)c1ccccc1F the results were Mm-Cpn inhibitor 0%, Akt phos inh inactive, CCT modulator 0.6, Nrf2 ARE act -0.1%, Nrf2 inh -1%, HepG2 viability -7%, TGFb SMAD3 inh inconclusive, S2 tox inactive and A549 tox -9%.
Cc1nc(SCC#N)c2c3c(sc2n1)CCC3 was read as Mm-Cpn inhibitor 1%, Akt phos inh inactive, CCT modulator -7.6, Nrf2 ARE act -0.6%, HepG2 viability 7%, TGFb SMAD3 inh 32%[activator], S2 tox inactive and A549 tox 1%.
For Cc1c(C2(O)CCCCC2)[nH]c2cc(C(F)(F)F)ccc12 the results were Mm-Cpn inhibitor 0%, Akt phos inh inactive, CCT modulator 0.3, Nrf2 ARE act -1.2%, Nrf2 inh inconclusive, HepG2 viability -90%, TGFb SMAD3 inh inconclusive and A549 tox -7%.
`COc1ccc(C)cc1S(=O)(=O)N1CCN(S(=O)(=O)c2cc(C)ccc2OC)C(C)C1` (configuration not stated) gave Mm-Cpn inhibitor -1%, Akt phos inh inactive, CCT modulator -2.8, Nrf2 ARE act -0.8%, Nrf2 inh -23%, HepG2 viability -17%, TGFb SMAD3 inh 1%, S2 tox inactive and A549 tox 2%.
`CCNC(=O)C1CCCN(C(=O)c2cc(C)oc2C)CC1` (configuration not stated) gave Akt phos inh inactive, CCT modulator -2.8, Nrf2 ARE act 0.0%[9.22 µM], HepG2 viability 8%, TGFb SMAD3 inh 4% and S2 tox inactive.
`CCCc1cc(-n2cnc3ccccc32)n2c(nc3ccccc32)c1C#N` gave Mm-Cpn inhibitor -1%, Akt phos inh inactive, CCT modulator -2.3, Nrf2 ARE act -0.1%, Nrf2 inh -5%, HepG2 viability -11%, TGFb SMAD3 inh -1%, S2 tox inactive and A549 tox 19%.
`S=C1SCN(CCN2CCOCC2)CN1Cc1ccccc1` gave Mm-Cpn inhibitor 1%, Akt phos inh inactive, CCT modulator -1.3, Nrf2 ARE act 0.4%, Nrf2 inh 10%, HepG2 viability -9%, TGFb SMAD3 inh 3%, S2 tox inactive and A549 tox 24%.
For COc1ccc(COCCN2CCN(S(=O)(=O)c3ccc(C)cc3)CCC2=O)cc1 the results were Mm-Cpn inhibitor 1%, Akt phos inh inactive, CCT modulator -0.9, Nrf2 ARE act 0.2%, Nrf2 inh inconclusive, HepG2 viability -11%, TGFb SMAD3 inh -5%, S2 tox inactive and A549 tox 0%.
Screening Cc1nn(-c2ccncc2)c2c1C(=O)CC(C)(C)C2Br (configuration not stated) returned Akt phos inh inactive, CCT modulator -2.0, Nrf2 ARE act 0.3%, Nrf2 inh -20%, HepG2 viability -3%, TGFb SMAD3 inh -4%, S2 tox inactive and A549 tox -1%.
For CNC(=O)c1c(NC(=O)c2cc(=O)c3ccccc3o2)sc2c1CCC2 the results were Nrf2 ARE act 3.8%, HepG2 viability 2%, TGFb SMAD3 inh -3%, S2 tox inactive and A549 tox -1%.
For O=C(NCc1cccnc1)c1cc(C2CCCCN2C(=O)c2cccs2)on1 (configuration not stated) the results were Akt phos inh inactive, CCT modulator -2.1, Nrf2 ARE act 0.1%, HepG2 viability -15%, TGFb SMAD3 inh 6% and S2 tox inactive.
For CCOC(=O)C1CCN(C(=O)c2n[nH]c(=O)c3ccccc23)CC1 the results were Mm-Cpn inhibitor -9%, Akt phos inh inactive, CCT modulator -1.4, Nrf2 ARE act -0.5%, Nrf2 inh 2%, HepG2 viability -13%, TGFb SMAD3 inh 14%, S2 tox inactive and A549 tox 7%.
For Cc1ccc(C(c2sc3nc(-c4ccco4)nn3c2O)N2CCOCC2)cc1 (configuration not stated) the results were Nrf2 ARE act 1.9%, HepG2 viability -8%, TGFb SMAD3 inh -15%, S2 tox inactive and A549 tox -3%.
Screening COc1ccc(C)cc1NS(=O)(=O)c1ccc2c3c(cccc13)C(=O)N2 returned Nrf2 ARE act -0.2%, HepG2 viability -61%, TGFb SMAD3 inh inconclusive, S2 tox inconclusive and A549 tox inconclusive.
For CC(C)(C)CC(=O)Nc1nnc(-c2cccs2)s1 the results were Mm-Cpn inhibitor 0%, Akt phos inh inactive, CCT modulator 1.3, Nrf2 ARE act inconclusive, Nrf2 inh inconclusive, HepG2 viability -3%, TGFb SMAD3 inh -2%, S2 tox inactive and A549 tox -2%.
`COc1ccc(C2C(C(C)=O)=C(O)C(=O)N2c2ccccn2)cc1` (configuration not stated) gave Mm-Cpn inhibitor inconclusive, Akt phos inh inactive, CCT modulator 0.2, Nrf2 ARE act -0.3%, Nrf2 inh inconclusive, HepG2 viability 25%, TGFb SMAD3 inh -10%, S2 tox inactive and A549 tox 6%.
Screening CC1(C(=O)NS(=O)(=O)c2ccccc2Cl)CCN1C(=O)CCc1ccc(Cl)cc1Cl (configuration not stated) returned Akt phos inh inactive, CCT modulator 1.2, Nrf2 ARE act -0.5%, HepG2 viability 5%, TGFb SMAD3 inh 3% and S2 tox inactive.
`COc1cccc(C2CC(=O)Nc3c2c(=O)nc2c(C)cccn32)c1` (configuration not stated) gave Nrf2 ARE act -1.4%, Nrf2 inh inconclusive, HepG2 viability 14%, TGFb SMAD3 inh 0%, S2 tox inactive and A549 tox -1%.
O=c1[nH]c(CSc2nnc(NCCCN3CCOCC3)s2)nc2cc(Cl)ccc12 was read as Mm-Cpn inhibitor 1%, Akt phos inh inactive, CCT modulator 1.4, Nrf2 ARE act -0.6%, Nrf2 inh inconclusive, HepG2 viability -1%, TGFb SMAD3 inh 14%, S2 tox inactive and A549 tox 16%.
Screening CCOC(=O)N1CCN(C(=O)C[C@@H]2C[C@@]3(C(=O)OC)CCCCC=C3N(Cc3ccco3)C2=O)CC1 returned Akt phos inh inactive, CCT modulator 0.7, Nrf2 ARE act -1.2% and S2 tox inactive.
COc1ccc(-c2ccc3c(c2)C2CC3CCN2S(=O)(=O)c2ccccc2C)cc1 (configuration not stated) was read as Akt phos inh inactive, CCT modulator -0.9, Nrf2 ARE act 2.2%, Nrf2 inh inconclusive, HepG2 viability -5%, TGFb SMAD3 inh -20%, S2 tox inactive and A549 tox 13%.
`COC(=O)c1sccc1NS(=O)(=O)c1ccccc1[N+](=O)[O-]` gave Mm-Cpn inhibitor 0%, Akt phos inh inactive, CCT modulator 4.5, Nrf2 ARE act 3.8%, Nrf2 inh -6%, HepG2 viability 0%, TGFb SMAD3 inh -19%, S2 tox inactive and A549 tox 1%.
Screening O=C(CSc1nc2ccccc2c(=O)n1CCC(=O)N1CCCCC1)NCc1ccccc1 returned Mm-Cpn inhibitor -1%, Akt phos inh inactive, CCT modulator -1.7, Nrf2 ARE act 0.1%, Nrf2 inh 7%, HepG2 viability 5%, TGFb SMAD3 inh -5%, S2 tox inactive and A549 tox -7%.
COc1ccc(C2=NS(=O)(=O)N(C)C(C(=O)N3C(C)CCCC3C)=C2)cc1 (configuration not stated) was read as Mm-Cpn inhibitor -3%, Akt phos inh inactive, CCT modulator -2.4, Nrf2 ARE act -0.1%, Nrf2 inh 8%, HepG2 viability -15%, TGFb SMAD3 inh -1%, S2 tox inactive and A549 tox 2%.
Screening CCc1cc(C(N)=S)ccn1 returned Mm-Cpn inhibitor 0%, Akt phos inh inactive, CCT modulator -0.6&-2.3, Nrf2 ARE act 0.0%&-0.3%, Nrf2 inh inconclusive, HepG2 viability 6%&-15%, TGFb SMAD3 inh 6%&4%, S2 tox inactive and A549 tox inconclusive.
For CCCc1cc(=O)oc2cc(C)cc(OC(=O)c3ccco3)c12 the results were Mm-Cpn inhibitor -7%, Akt phos inh inactive, CCT modulator -1.4, Nrf2 ARE act -0.6%, Nrf2 inh inconclusive, HepG2 viability 1%, TGFb SMAD3 inh 0%, S2 tox inactive and A549 tox 0%.
For COc1ccc(N2C(=O)CC(Sc3nc4c(cc3C#N)CCC4)C2=O)cc1 (configuration not stated) the results were Mm-Cpn inhibitor -3%, Akt phos inh inactive, CCT modulator 0.4, Nrf2 ARE act 2.5%, Nrf2 inh 4%, HepG2 viability -9%, TGFb SMAD3 inh -22%, S2 tox inactive and A549 tox 1%.
Cc1ccc(N2C(=O)C3C4C=CC(CNC(=S)N5CCN(c6cccc(C)c6)C(C)C5)(O4)C3C2=O)cc1 (configuration not stated) was read as Mm-Cpn inhibitor 3%, Akt phos inh inactive, CCT modulator 0.1, Nrf2 ARE act -0.5%, Nrf2 inh -16%, HepG2 viability -137%, TGFb SMAD3 inh 1%, S2 tox inactive and A549 tox 3%.
